High-throughput results (PubChem BioAssay)
D2 potentiator: positive allosteric modulators of human D2 dopamine receptor | potentiation, % at 10 µM | hit rate 0.34% among 340,000 | HEK293 T-REx D2, calcium flux, EC20 dopamine potentiation | AID 485347 | P14416;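 active means potentiation over 3 SD above the plate norm, cut at about 30% in these data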; further: 0% is about no effect
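Tetracycline-induced Hek293 Trex D2 cells, force-coupled to calcium, loaded with no-wash calcium dye. Compound added with 180 s kinetic read for agonism, then EC20 dopamine and a further 180 s read for potentiation.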
D2 agonist: agonists of human D2 dopamine receptor; P14416; HEK293 T-REx D2 cells, calcium flux agonist mode; activation, % at 2 µM; hit rate 0.53% among 340,000; AID 485358;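 active means activation over 3 SD above normal in the single-dose calcium agonist read, cut at about 30% in these data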; further: 0% is about no effect
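HEK293 Trex D2 cells, tetracycline-induced, o/n 30 C 5% CO2; no-wash Ca dye, RT 30–90 min; 10-cycle baseline, 23 nl cpd added, kinetic Ca read 180 s; agonist hits = positive Ca response.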
TRHR PAM: allosteric enhancers of human TRH receptor | hit rate 0.66% among 360,000 | TRHR cells, fluo-8 calcium fluorescence, EC20 TRH enhancement | P34981 | AID 493056 | enhancement, % at 2 µM; in the data active means enhancement above about 30%; further: 0% is about no effect
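Enhancer read-out: after compound pinning and an initial kinetic agonist-mode read, an EC20 of TRH (10 nM final) was injected and fluo-8 calcium signal (Ex 480/Em 530) followed at 1 s/cycle for 100 cycles in TRHR-expressing cells.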
D1 ag: agonists of human D1 dopamine receptor; P21728; HEK293 T-REx D1 cells, calcium flux, agonist mode; activation, % at 2 µM; hit rate 1% among 360,000; in the data active means activation above about 30%; further: 0% is about no effect
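Tetracycline-induced HEK293 TREx D1 cells, force-coupled to calcium signalling, were dye-loaded with a no-wash calcium kit. Compound was pin-added after a 10 s baseline. Fluorescence was read kinetically at 1 cycle/s for 180 s, with calcium rises flagged as agonism.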
D1 antagonist: antagonists of human D1 dopamine receptor; HEK293 TREx D1 cells, calcium flux, dopamine EC80; stronger effect = lower value; activity change, negative = inhibition, % at 10 µM; hit rate 3.2% among 360,000; AID 504652; in the data active means activity change below about -30%; further: on the % scale 0 is the no-effect control and ±100 the full control effect
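Kinetic fluorescence of a calcium dye serves as the read-out. D1-expressing Hek293 Trex cells, induced overnight at 30 C, are exposed to compound for 180 s before an EC80 dopamine addition, then read 180 s further.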
D2 antag: antagonizes the human D2 dopamine receptor. AID 485344. hit rate 2% among 340,000. inhibition, % at 10 µM. HEK293 TREx D2 cells, calcium flux, dopamine EC80. P14416; in the data active means inhibition above about 30%; further: 0% is about no effect
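Calcium mobilization kinetics were recorded at 1 s intervals in tetracycline-induced HEK293 T-REx D2 cells, first for 180 s after compound addition and then 180 s after EC80 dopamine.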
RXFP1 antag: blocks the human relaxin receptor RXFP1; HEK293-RXFP1, relaxin-stimulated cAMP HTRF, 30 min; stronger effect = lower value; activity change, negative = inhibition, % at 57.5 µM; hit rate 0.59% among 350,000; AID 1259400;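 active means activity change of -60% or lower, but not beyond a set lower limit; inconclusive means change between -60% and -40%, or beyond the set limit; inactive means change above -40%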; further: on the % scale 0 is the no-effect control and ±100 the full control effect
Target sequence (Q9HBX9 whole entry, looked up): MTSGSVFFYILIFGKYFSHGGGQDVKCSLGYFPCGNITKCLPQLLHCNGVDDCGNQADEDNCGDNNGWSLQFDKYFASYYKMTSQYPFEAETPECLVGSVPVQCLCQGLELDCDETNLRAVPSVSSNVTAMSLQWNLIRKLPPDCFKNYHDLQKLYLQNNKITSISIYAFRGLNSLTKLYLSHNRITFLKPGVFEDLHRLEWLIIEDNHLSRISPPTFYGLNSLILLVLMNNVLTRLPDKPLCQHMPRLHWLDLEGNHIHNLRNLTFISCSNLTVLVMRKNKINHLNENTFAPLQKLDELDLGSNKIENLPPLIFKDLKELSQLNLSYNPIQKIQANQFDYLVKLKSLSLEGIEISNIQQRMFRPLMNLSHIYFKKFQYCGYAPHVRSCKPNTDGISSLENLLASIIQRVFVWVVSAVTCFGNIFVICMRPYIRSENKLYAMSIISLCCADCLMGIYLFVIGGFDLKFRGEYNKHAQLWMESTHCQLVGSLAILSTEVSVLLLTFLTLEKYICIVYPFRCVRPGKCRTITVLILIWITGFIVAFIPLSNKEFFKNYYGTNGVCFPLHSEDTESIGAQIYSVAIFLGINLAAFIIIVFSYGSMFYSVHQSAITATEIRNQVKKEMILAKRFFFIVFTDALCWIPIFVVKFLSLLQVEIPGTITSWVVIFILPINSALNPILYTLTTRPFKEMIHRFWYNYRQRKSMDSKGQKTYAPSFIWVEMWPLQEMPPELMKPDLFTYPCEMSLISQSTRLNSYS
D1 PAM: enhances dopamine response at the human D1 receptor | HEK293 TREx D1 cells, calcium flux, dopamine EC20 potentiation | hit rate 0.036% among 360,000 | AID 504651 | potentiation, % at 10 µM; in the data active means potentiation above about 30%; further: 0% is about no effect
RXFP1 agonist: RXFP1 (human) receptor agonism; Q9HBX9; hit rate 0.3% among 370,000; Potency, µM (top dose mostly 57.5 µM), without a hit: at the highest dose activation, most hits filed as activators; HEK293T-RXFP1 cAMP TR-FRET, 30 min; response scale: percent of porcine relaxin response, buffer zero; active means well fitted activation curve with a large enough effect; inconclusive means small, poorly fitted or top-dose-only effect; further: potency means the concentration at half of the fitted maximal effect; on the % scale 0 is the no-effect control and ±100 the full control effect; nearly all actives have a fitted effect of over 60% in size; many of its hits are not listed in these tables
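cAMP rise read by TR-FRET after 30 min, 37C compound exposure (up to 58 uM) in RXFP1-transfected HEK293 cells with Ro 20174 present. EC50 from Hill-equation fits, with 29 nM porcine relaxin as 100% and buffer as basal.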
* marks the source's active call; other numbers are inactive results; ? = inconclusive; · = not tested or not shown. An excerpt; rates above refer to the full screens.

Results follow in this order: D2 potentiator, D2 agonist, TRHR PAM, D1 ag, D1 antagonist, D2 antag, RXFP1 antag, D1 PAM, RXFP1 agonist
- COc1ccc(C(=O)CSc2n[nH]c(C)n2)cc1[N+](=O)[O-]
  -3, 0.6, -1, 3, -2, -10, -1, -4, 1.5%
- COc1ccc(C(=O)NNC(=O)COc2ccc(Cl)cc2C)cc1S(=O)(=O)N1CCOCC1
  -2, -0.2, -14, 8, -5, 33*, -14, -5, 1.3%
- CC(=O)c1cccc(Nc2nc(-c3cccnc3)cs2)c1
  14, 0.2, -6, 1, 10, -1, 6, -6, -0.5%
- O=C(CCc1ccccc1)NCC(=O)N/N=C/c1ccc2c(c1)OCO2
  -9, -0.5, 0, 0, -21, -5, 5, -4, -0.2%
- NS(=O)(=O)c1ccc(N/N=C/c2ccccn2)c([N+](=O)[O-])c1
  ·, ·, 3, -1, -2, ·, 0, -4, -1.2%
- Oc1[nH]c2ccc(Br)cc2c1N=NC(=S)Nc1ccc(F)cc1
  -4, 0.1, 2, 0, 3, -9, -30, 10, -0.3%
- COc1ccc(Cc2nnc(NC(=O)CS(=O)(=O)c3ccc(C)cc3)s2)cc1OC
  ·, -1.9, 0, 2, 7, 12, -11, -9, 4.7%
- Cc1c(Cl)c([N+](=O)[O-])nn1CCCC(=O)Nc1cccc(Cl)c1Cl
  -23, -1.2, -3, 3, 4, -13, -5, 0, 0.0%
- O=C(c1cccc(S(=O)(=O)NCc2ccc3c(c2)OCO3)c1)N1CCCC1
  ·, ·, -2, 1, 10, ·, 1, -1, 0.7%
- Cc1ccc2c(c1)C(c1ccc(F)cc1)N(C(=O)c1ccccc1Br)CC(=O)N2 (stereo not drawn)
  -8, 0.2, -6, 5, -16, -1, -2, 7, 0.6%
- CCOc1ncccc1C(=O)Nc1cc(S(=O)(=O)N2CCCCC2)ccc1C
  ·, ·, 2, 2, -2, ·, -6, ·, 5.1%
- Cc1cc(C)c(OCC(=O)OCC(=O)NC2CCCCCCC2)c(C)c1
  -2, 0.6, 3, 2, 0, -1, -1, 1, -4.4%
- COc1ccc(N2CCN(C(=O)c3ccc4c(c3)NC(=O)C(CSCc3ccc(C)cc3)N4)CC2)cc1 (stereo not drawn)
  -3, -0.4, -2, 3, -9, 6, ·, 2, -4.6%
- COc1ccc(-c2cn3cccnc3n2)cc1NC(=O)c1ccc(Br)o1
  -9, -0.2, -6, 6, -22, -20, 0, -5, -0.1%
- CCOc1ccc(NC(=O)C2CCN(S(=O)(=O)c3ccc4c(c3)C(C)(C)C(=O)N4C)CC2)cc1
  -2, 0.5, 8, -1, -23, -20, ·, -6, -0.2%
- COc1ccc(NC2CCCN(C(=O)C3=NN(C)C(=O)CC3)C2)cc1OC (stereo not drawn)
  19, 0.8, -2, 3, -10, 1, -1, 0, -3.0%
- O=C(Nc1nnc(S(=O)(=O)N2CCCC2)s1)c1cccc([N+](=O)[O-])c1
  9, 0.3, 2, 3, -1, -3, -21, 5, -1.0%
- Cc1ccc(S(=O)(=O)CC(=O)NCc2ccccc2)cc1
  -17, -0.9, 7, 3, 12, 4, 0, 6, 3.3%
- COc1ccc(CCNC(=O)CNC(=O)c2ccccc2Br)cc1OC
  2, 0.2, 3, 3, 2, 8, -3, -5, -0.2%
- C=CCOc1ccccc1/C=C/C(=O)O
  -3, 1.1, -3, 1, 4, 2, -5, -7, 0.0%
- O=C(c1nn2cccnc2c1Cl)N1CCN(c2ccccc2)CC1
  -2, -0.2, 0, -1, -9, -4, -3, 0, 3.5%
- Cc1onc(-c2ccccc2Cl)c1C(=O)Oc1ccccc1F
  6, 0.8, -1, 5, -4, ·, -10, 0, 2.0%
- Cc1ccc(C(=O)N(c2ccccc2)C2CC(C)N(C(=O)c3ccco3)c3ccccc32)cc1 (stereo not drawn)
  5, 0.5, -13, 4, ·, -1, -16, -4, 2.0%
- CCCCCc1n[nH]c2c1CCCC2
  -7, -0.3, -1, 0, -4, -10, -2, -3, 0.8%
- COc1ccc(NC(=O)CSc2nc3c(c(=O)n(C)c(=O)n3C)n2C)c(OC)c1
  ·, -2.8, 5, 1, 4, -2, 11, -2, 16%
- CCOC(=O)c1c(NC(=O)c2cc(CC)on2)sc(C(C)=O)c1C
  10, -0.2, 2, 1, -23, ·, 1, 2, -1.9%
- CC(c1ccco1)N(C(=O)c1ccccc1NS(=O)(=O)c1cc([N+](=O)[O-])ccc1Cl)c1ccccn1 (stereo not drawn)
  10, -1.6, -3, -1, 0, -9, 2, -7, 0.4%
- CC(=O)N1[C@H](Cc2ccccc2)C=C[C@]1(C)C(=O)NCCc1c[nH]c2ccccc12
  -3, 0.7, -3, 6, 30, 8, ·, 0, 0.3%
- CCN1/C(=C2\C(=O)N(C)C(=S)N2C)C=Cc2cc(C)ccc21
  -1, 0.2, 1, 0, 4, -6, 2, -1, -7.8%
- CCOC(=O)COc1ccc2c(c1)C(=O)CC(C)(c1cccnc1)O2 (stereo not drawn)
  14, -1.6, 11, 3, -15, -4, -8, -7, 0.0%

2 successive records from above:
Results follow in this order: D2 potentiator, D2 agonist, TRHR PAM, D1 ag, D1 antagonist, D2 antag, RXFP1 antag, D1 PAM, RXFP1 agonist
- O=C(Nc1nnc(S(=O)(=O)N2CCCC2)s1)c1cccc([N+](=O)[O-])c1
  9, 0.3, 2, 3, -1, -3, -21, 5, -1.0%
- Cc1ccc(S(=O)(=O)CC(=O)NCc2ccccc2)cc1
  -17, -0.9, 7, 3, 12, 4, 0, 6, 3.3%

Continued.
Results follow in this order: D2 potentiator, D2 agonist, TRHR PAM, D1 ag, D1 antagonist, D2 antag, RXFP1 antag, D1 PAM, RXFP1 agonist
- COc1ccc(NC(=O)CN(C)CC(=O)Nc2cccc(S(=O)(=O)N(C)c3ccccc3)c2)cc1
  0, -0.1, 19, 6, -2, 3, -11, -5, -0.3%
- COc1ccc(-c2ccc(=O)n(Cc3cccc(Cl)c3)n2)cc1
  -1, 2.4, 6, 16, -14, 16, -7, -10, 2.1%
- c1ccc(CCNc2nnnn2-c2ccccc2)cc1
  -2, -0.1, 3, 7, -1, 5, -5, 8, 1.6%
- CCOCCCNC(=O)Cn1cc2c(n1)CCCC2
  -11, ·, -6, 2, -2, ·, 10, 4, -0.4%
- Cc1cccc(/C=C2/SC(=O)N(Cc3ccccc3Cl)C2=O)n1
  8, 0.5, -2, 1, -13, -5, 12, 3, 3.1%
- COc1ccc(OC)c(C2NC(=O)NC(C)=C2C(=O)OC2CCCCC2)c1 (stereo not drawn)
  -4, 0.1, 4, 0, 2, -7, -6, 2, -2.5%
- O=C(O)CCC(C(=O)O)n1c(O)c(C2=c3ccccc3=NC2=O)sc1=S (stereo not drawn)
  1, -0.4, 4, 2, -2, 1, 6, 2, -0.1%
- CCC1CCc2c(sc(NC(=O)c3ccco3)c2C(N)=O)C1 (stereo not drawn)
  -10, -0.7, -1, 1, -7, 6, -21, 1, 1.5%
- O=C(C1CCN(S(=O)(=O)c2ccc(Br)s2)CC1)N1CCc2ccccc21
  3, 0.2, -3, 2, 26, -12, 3, -4, -1.1%
- O=S1OC(c2ccccc2)c2cc(Cl)ccc21 (stereo not drawn)
  11, -1.0, 3, 0, 11, 1, ·, -3, 0.9%
- CN(C)/C=C(/C(=O)c1ccccc1)n1cncn1
  -11, 0.4, 1, 2, 8, 11, -2, -6, -0.4%
- C=CCn1c(SCC2CCCCO2)nc2sc(CC)cc2c1=O (stereo not drawn)
  -2, 0.0, 0, 2, -5, 1, -5, -1, 2.5%
- CC1=C(C(=O)OCC2CCCO2)C(c2ccc(F)cc2)NC(=O)N1 (stereo not drawn)
  11, 1.2, 19, 1, -1, 6, ?, 5, -0.1%
- O=C(NCC(=O)N1CCCCCCC1)c1ccccc1Cl
  7, 0.3, 5, 1, -1, 6, 4, 7, -0.3%
- CCCCC(=O)NC1(C(F)(F)F)C(=O)Nc2c1c(=O)[nH]c(=O)n2Cc1ccco1 (stereo not drawn)
  ·, -0.8, 3, 0, 0, -1, 1, -2, -0.7%
- CCn1cc(CCC(=O)NC2CCCC2)c2ccccc21
  -4, -0.7, -1, 1, 1, 29, -7, 0, 4.4%
- O=C(NCc1cccs1)C1CCN(c2ccc(S(=O)(=O)N3CCOCC3)cc2Cl)CC1
  -1, 2.0, -6, 4, 4, 12, -14, 11, -0.4%
- C=CCn1c(SCC(=O)NCC2CCCO2)nc2scc(-c3ccccc3)c2c1=O (stereo not drawn)
  ·, ·, 0, 4, -1, ·, -3, -1, 7.8%
- Cc1cc(C)n(C(=O)Cn2nc([N+](=O)[O-])c(Br)c2C)n1
  -4, 0.1, -1, -1, 15, -1, 19, -7, -0.2%
- C=CCn1c(=O)c2ccccc2n2c(SCC(N)=O)nnc12
  -3, 0.7, -1, 2, -20, -25, 7, -7, 3.8%
- CSc1ccc(CN2CCC(n3nccc3NC(=O)CCCc3ccccc3)CC2)cc1
  4, 0.0, -3, 24, -18, -12, 12, -2, 1.0%
- O=C(NCCN1CCCC1)c1ccc(Cl)cc1
  -21, 0.1, 10, 0, -7, 24, -8, -4, -0.6%
- CC1Cc2ccccc2N1C(=O)c1ccnc(C(C)(C)C)c1 (stereo not drawn)
  4, -0.7, 5, 14, -4, 0, -3, -2, 1.0%
- Cc1cccc(NC(=O)Cn2cc(C(=O)C3CCCCC3)c3ccccc32)c1C
  8, 0.7, -1, 5, -2, ·, 2, -6, 6.3%
- C=CCNc1oc(-c2ccc(OC)cc2)nc1C#N
  6, 0.7, 5, -1, 4, -3, 6, -3, 1.9%
- CC1(C)CC(=O)c2sc(NS(=O)(=O)c3cc(Cl)ccc3Cl)nc2C1
  2, 1.8, 12, 2, 8, -4, 3, ·, 7.4%
